Screening data deposited in PubChem BioAssay by National Center for Advancing Translational Sciences (NCATS).
uPA surface inh – blocks generation of uPA at the cell surface. Potency, µM (titrated, usually from 38.3 µM), for the others: at the highest dose activity change, negative = inhibition, hits mostly inhibitors. AID 540303. 0.31% of 330,000 active. cell surface uPA generation assay, qHTS; active = well fitted inhibition curve with a large enough effect; inconclusive = small, poorly fitted or top-dose-only effect; inactive = no such curve, though single readings can be large or run the other way; tested in mouse RAW 264.7 cells; note: potency is the fitted concentration of half-maximal effect; % is set by controls: 0 for no effect and ±100 for the full control effect; nearly all actives have a fitted effect of over 55% in size
PTAP TSG101 blk – blocks PTAP/TSG101 interaction to inhibit HIV-1 budding | Q99816 | Fluorescence polarization, FITC-PTAP peptide / Tsg101 binding | Potency, µM (highest dose often 115 µM), for the others: at the top dose activity change, negative = inhibition, hits mostly inhibitors | 340,000 tested, under 10 active; active = well fitted inhibition curve with a large enough effect in the main read-out, with a control signal flat, not every such curve was filed as active; inconclusive = small, poorly fitted or top-dose-only effect, or effect the other way, or a change in a side signal; inactive = no such curve, though single readings can be large or run the other way; note: potency is the fitted concentration of half-maximal effect; % of control where 0% means no effect
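Compounds were pin-transferred onto Tsg101 binding domain (10 uM final) in HEPES pH 7.5 buffer, then FITC-PTAP peptide was added at 50 nM final. After 20 min at RT, polarization reported peptide displacement across a qHTS concentration series.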
TCR act – activates T cell receptor signaling; primary human leukocytes, anti-CD3, IL-2 HTRF, 48 h; Potency, µM (top dose mostly 9.22 µM), for the others: at the highest dose activation of IL-2 secretion, most hits filed as activators; 330,000 tested, under 10 active; note: % of control where 0% means no effect
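IL-2 produced over 48 hr by a-CD3 bead-stimulated primary human leukocytes exposed to compounds was detected with a homogeneous time-resolved FRET immunoassay, 665nm acceptor signal after 320nm excitation.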
Tb PFK block – blocks T. brucei phosphofructokinase. Potency, µM (top dose mostly 57.5 µM), for the others: top-dose activity, negative = inhibition, hits mostly inhibitors. 0.17% of 330,000 active. T. brucei PFK, ADP-Glo luminescence. AID 485367;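 note: potency is the fitted concentration of half-maximal effect; 0% = uninhibited 1x PFK enzyme wells and -100% = no-enzyme wells; nearly all actives have a fitted effect of over 60% in size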
Target sequence (O15648 whole entry, looked up): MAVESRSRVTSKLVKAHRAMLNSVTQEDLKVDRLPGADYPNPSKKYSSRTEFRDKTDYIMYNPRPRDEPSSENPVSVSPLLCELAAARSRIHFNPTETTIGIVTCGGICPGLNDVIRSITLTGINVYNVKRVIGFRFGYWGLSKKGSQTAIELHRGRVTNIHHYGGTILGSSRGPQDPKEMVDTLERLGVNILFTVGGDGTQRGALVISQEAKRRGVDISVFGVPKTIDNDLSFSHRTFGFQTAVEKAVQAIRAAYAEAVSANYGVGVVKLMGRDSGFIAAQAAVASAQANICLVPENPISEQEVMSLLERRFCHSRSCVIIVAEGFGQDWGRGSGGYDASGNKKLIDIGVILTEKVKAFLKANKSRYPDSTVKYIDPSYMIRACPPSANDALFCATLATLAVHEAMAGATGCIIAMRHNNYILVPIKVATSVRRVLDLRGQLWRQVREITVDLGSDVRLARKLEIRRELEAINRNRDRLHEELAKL
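PFK 1.25 nM, F6P 0.5 mM, ATP 0.1 mM, 0.1 M TEA pH 8.0, 5 mM MgCl2, 0.01% Tween20, 0.1% BSA; 45 min RT. ADP-Glo readout. qHTS titration up to 57 uM; curves fitted, compounds curve-classed.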
Chronic BCR inh – chronic active BCR signaling inhibition; 0.05% of 340,000 active; ABC-DLBCL IkBa-CBG/CBR reporter, luminescence ratio, 4 h; Potency, µM (doses to about 46.1 µM), inactives show at the top dose ratio change, negative = lower green/red ratio, hits mostly inhibitors; active = well fitted inhibition curve with a large enough effect in the signal ratio, with a control signal flat, not every such curve was filed as active; inconclusive = small, poorly fitted or top-dose-only effect, or effect the other way, or a change in a side signal; the % refers to the signal ratio;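 note: potency is the fitted concentration of half-maximal effect; plate controls were basal doxycycline-induced cells for no effect and cells given 10 µM MG132 for full effect; MG132 reads +100%, hits lower the ratio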
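TMD8 human ABC-DLBCL cells with doxycycline-inducible IκBα–green luciferase fusion and unfused red luciferase, in 0.5% FBS medium; compounds up to 46 uM, 4 h at 37C. Green/red luminescence ratio, filter-overlap corrected, fitted to concentration-response curves.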
TSHR antag – antagonists of human thyroid stimulating hormone receptor; activity change, negative = inhibition, % at 11.5 µM; 0.2% of 330,000 active; TSHR-expressing cells, TSH-stimulated cAMP HTRF, 2 h; stronger effect = lower value; P16473;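 active = activity change below a set negative limit, meaning inhibition stronger than a set level, cut at about -70% in these data; inconclusive = activity change between two set negative limits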; note: % is set by controls: 0 for no effect and ±100 for the full control effect
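Antagonism was scored as loss of TSH-driven cAMP in TSHR cells, stimulated with 4nM TSH (EC80) for 2 hours at 37 deg C and detected by homogeneous HTRF competition immunoassay.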
ELG1 DNA repair – inhibitors of ELG1-dependent DNA repair in HEK293T cells; HEK293T ELG1-luciferase reporter, luminescence, 16 h; DNA damage induced by 5-fluorouridine; Potency, µM (series often up to 46.1 µM), for inactives: at the top dose activity change, negative = inhibition, actives largely listed as inhibitors; 2.3% of 330,000 active; AID 504467; note: potency is the fitted concentration of half-maximal effect; % is set by controls: 0 for no effect and ±100 for the full control effect; nearly all actives have a fitted effect of over 55% in size
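HEK293T cells expressing luciferase-tagged ELG1 (2,000/well) received 5-Fluorouridine plus compound or DMSO for 16 hr at 37 °C. Luciferase was read by ONE-Glo luminescence after 30 min at room temperature.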
B2AR arrestin – beta2AR (human) beta-arrestin recruitment activity. beta-arrestin recruitment to beta2AR, cell-based reporter. Potency, µM (series often up to 46.1 µM), without a hit: at the highest dose activation, most hits filed as activators. 0.02% of 330,000 active. AID 492947;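 note: potency is the fitted concentration of half-maximal effect; 0% = DMSO controls and full agonism = EC100 isoproterenol or metaproterenol; nearly all actives have a fitted effect of over 65% in size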
Eya2 phos inh – inhibitors of human Eya2 phosphatase activity | O00167 | recombinant Eya2, OMFP fluorescence dephosphorylation (OMFP is methylfluorescein phosphate) | Potency, µM (series often up to 76.9 µM), for the others: top-dose activity, negative = inhibition, hits mostly inhibitors | 0.006% of 330,000 active | AID 488837; note: potency is the fitted concentration of half-maximal effect; % is set by controls: 0 for no effect and ±100 for the full control effect
Target sequence (O00167 whole entry, looked up): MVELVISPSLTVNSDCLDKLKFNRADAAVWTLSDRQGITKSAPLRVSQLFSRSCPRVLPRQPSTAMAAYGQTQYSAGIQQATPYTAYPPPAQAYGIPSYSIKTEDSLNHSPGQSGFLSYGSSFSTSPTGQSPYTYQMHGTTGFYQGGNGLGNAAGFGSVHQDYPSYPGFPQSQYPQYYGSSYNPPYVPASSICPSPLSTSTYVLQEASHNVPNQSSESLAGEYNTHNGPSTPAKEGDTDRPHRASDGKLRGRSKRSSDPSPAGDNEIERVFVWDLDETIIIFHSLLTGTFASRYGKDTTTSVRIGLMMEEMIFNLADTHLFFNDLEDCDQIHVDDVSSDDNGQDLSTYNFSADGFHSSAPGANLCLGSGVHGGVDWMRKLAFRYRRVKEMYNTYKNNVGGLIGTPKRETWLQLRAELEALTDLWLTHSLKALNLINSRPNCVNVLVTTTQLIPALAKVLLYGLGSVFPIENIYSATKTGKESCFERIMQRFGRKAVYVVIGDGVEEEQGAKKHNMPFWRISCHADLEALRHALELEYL
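Eya2 protein (added as 0.2 uM solution) was preincubated with compound for 10 min at ambient temperature in 50 mM HEPES pH 7.5, 50 mM NaCl, 5 uM MgCl2, 0.05% BSA, 1 mM DTT. OMFP (added at 50 uM) then reacted 10 min; fluorescence read at 485/525 nm.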
USP2a block – USP2a (human) protease inhibition | Potency, µM (titrated, usually from 38.3 µM), without a hit: at the highest dose activity change, negative = inhibition, hits mostly inhibitors | USP2 core, Ub-CHOP2 coupled fluorogenic reporter, 485/531 | 0.01% of 330,000 active | O75604 | AID 463254;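 note: potency is the fitted concentration of half-maximal effect; plate controls were DMSO wells for no effect and full inhibition by NEM control for full effect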
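Deubiquitinase activity read as fluorescence (485/531 nm) after Ub-CHOP2 cleavage activates the enterokinase reporter on its substrate; USP2 core 10nM, Ub-CHOP2 and substrate 25nM each, 30min compound preincubation then 60min RT; data normalized to NEM, curves fitted.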
Mito fusion act – inhibitors of mitochondrial division or activators of mitochondrial fusion; S. cerevisiae fusion-defective mutant growth rescue, CellTiterGlo 48 h; 0.23% of 320,000 active; Potency, µM (highest dose often 46.1 µM), for the others: at the top dose growth rescue (activation), usual class: activators;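 note: potency is the fitted concentration of half-maximal effect; % of control where 0% means no effect; nearly all actives have a fitted effect of over 45% in size; temperature-sensitive fusion mutants such as fzo1-1 at 37 °C on non-fermentable ethanol glycerol medium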
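Luminescent cell viability in 1536-well qHTS format served as the measure of rescued growth in ts fusion-mutant S. cerevisiae cultured on non-fermentable YPEG for 48 hours at 37C.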
The depositor's hits bear a star; ? = inconclusive; / = no result given; [ ] = remark or other dose. Unless noted, calls come from the whole dose curve; as a rule, active = well fitted curve in the direction sought with a large enough effect; inconclusive = small, poorly fitted or top-dose-only effect, or another doubt; inactive = no such curve, though single readings can be large; an effect the other way counts as inactive or inconclusive.

The line under a structure holds: uPA surface inh, PTAP TSG101 blk, TCR act, Tb PFK block, Chronic BCR inh, TSHR antag, ELG1 DNA repair, B2AR arrestin, Eya2 phos inh, USP2a block, Mito fusion act
CC(Oc1ccccc1)C(=O)N1CCCc2ccccc21 (configuration not stated)
  -3%, 4%, -5%, -4%, ?, -1, -3%, -0.4%, -19%, -1%, 3%
CCCCNC(=O)CCn1c(=O)c2ccccc2n(CC(=O)N2CC(C)CC(C)C2)c1=O (configuration not stated)
  -2%, 8%, 3%, -6%, 2%, 9, ?, 0.0%, -5%, 1%, -2%
Cc1cc(C)c(CN2CCC(n3nccc3NC(=O)C3CCCC3)CC2)cc1C
  -6%, -3%, 0%, 0%, ?, 15, -7%, 0.0%, 1%, 2%, -4%
CCCCOC(=S)NC(=O)c1sc2ccccc2c1Cl
  -8%, -2%, 11%, 2%, ?, 10, 5%, 0.5%, 0%, -1%, -6%
O=C(NNS(=O)(=O)c1ccccc1)c1cccs1
  5%, 2%, 2%, 0%, -4%, 28, 6%, -0.6%, -5%, 1%, -5%
CCc1cc(C(=O)NN2C(=O)NC3(CCCCC3)C2=O)sc1C
  -22%, -1%, 0%, -1%, 7%, 5, 11%, -0.8%, -4%, 1%, 4%
CN=C1NN=C(c2cc(C)n(-c3c(C)n(C)n(-c4ccccc4)c3=O)c2C)CS1
  6%, 0%, 2%[46.1 µM], 3%, 3%, 11, 9%, -0.3%, -2%, -2%, 32µM*
COc1cc(CN(C)CC2CCCN(CCc3cccc(C(F)(F)F)c3)C2)ccc1O (configuration not stated)
  -5%, -2%, /, -2%, -1%, 9, 0%, 0.1%, 5%, 0%, -2%
COc1ccc(C(=O)N2CCCC(c3ccccc3)=N2)cc1
  6%, 0%, -9%, 2%, ?, -1, 10%, -0.9%, 10%, -1%, 9%
COc1ccccc1N1CCN(C(=O)c2oc3cc(C)cc(C)c3c2C)CC1
  -4%, -6%, 1%[46.1 µM], -1%, -4%, -12, ?, 0.4%, -13%, -7%, 27%
C/C(=N\Nc1cccc2cccnc12)c1ccccc1O
  -10%, -3%, 2%, 0%, 0%, -20, ?, 0.0%, -1%, 3%, -3%
Cc1cc(NC(=O)C2CC(=O)OC2c2ccccc2)no1 (configuration not stated)
  /, 0%, -1%, -2%, -2%, 3, 7%, 0.0%, 2%, 0%, 1%
Cc1cc(NC(=O)CSc2nnc3c(C)cc4ccccc4n23)no1
  1%, 0%, 4%, 2%, 0%, 13, -15%, -0.6%, 6%, 2%, 2%
CCN(CC(=O)Nc1c(F)cccc1F)C(=O)/C=C/c1cn(Cc2ccccc2)nc1-c1cccnc1
  1%, -3%, 1%, 2%, -1%, -2, ?, -0.5%, 10%, -2%, -2%
O=c1nc(-c2ccccc2)n(-c2ccccc2)c2ncccc12
  -27%, -11%, -2%, 5%, 1%, 15, 12%, -0.3%, -13%, 2%, 0%
CCCCCCCNC(=O)C1(CC2CC(c3ccc(Cl)cc3)=NO2)CCN(C(=O)Cc2ccc(F)cc2)CC1 (configuration not stated)
  7%, -3%, -6%, 0%, 0%, -17, ?, -1.0%, -5%, 1%, -2%
Cc1nn(-c2ccc(Cl)cc2)c2sc(C(=O)N3CCN(C(=O)c4ccco4)CC3)cc12
  /, /, /, 1%, -1%, -1, -3%, -0.5%, -2%, -2%, 2%
COc1ccc(N2CC(C(=O)Nc3ccc(S(=O)(=O)Nc4nccs4)cc3)CC2=O)cc1 (configuration not stated)
  7%, -2%, 0%, -13%, 8%, 15, -1%, -1.0%, -2%, -5%, -11%
CCn1nccc1C(=O)Nc1ccccc1OC
  1%, -2%, /, -2%, -2%, 19, -2%, -0.3%, 14%, 1%, 6%
O=C1NC2(CCCc3ccccc32)C(=O)N1CCOc1ccc(Br)cc1 (configuration not stated)
  4%, -5%, 1%, -3%, 0%, -6, -4%, 0.4%, -9%, 7%, 7%

(cont.)
The line under a structure holds: uPA surface inh, PTAP TSG101 blk, TCR act, Tb PFK block, Chronic BCR inh, TSHR antag, ELG1 DNA repair, B2AR arrestin, Eya2 phos inh, USP2a block, Mito fusion act
c1ccc2[nH]c(NCc3ccc4c(c3)OCO4)nc2c1
  -11%, -7%, 6%, -1%, 0%, 2, ?, -0.3%, 5%, -1%, -1%
O=C(Nc1ccc(F)cc1F)N1CCCN(c2ccc([N+](=O)[O-])cn2)CC1
  5%, -1%, -3%, 9%, 7%, 11, ?, -1.0%, -4%, 1%, 0%
Cc1ccc(C)c(NC(=O)C(Sc2nncn2C)c2ccccc2)c1 (configuration not stated)
  1%, -8%, 0%, 4%, 0%, -10, 4%, -0.9%, -9%, 3%, 3%
CCc1ccc(CN2CCC(CO)(CC3CCCCO3)CC2)o1 (configuration not stated)
  3%, -3%, 6%, -1%, 7%, 8, 9%, -0.1%, -27%, 7%, 5%
CCOC(=O)c1ccc(NC(=O)COC)cc1
  -2%, 0%, 4%, 0%, 23%, 6, ?, -0.2%, 7%, 1%, 2%
COc1ccc(-c2nc(C#N)c(NCC3CCCO3)o2)cc1OC (configuration not stated)
  /, -12%, 9%, 7%, -6%, -4, ?, -0.7%, 3%, ?, -1%
Cc1cccc(C)c1N1CCN(C(=O)Nc2ccc3c(c2)OCCO3)CC1
  -5%, -8%, 7%, 0%, 1%, -12, ?, -0.2%, 2%, -2%, 4%
Cc1ccc(S(=O)(=O)NC(CC(=O)O)c2cccs2)cc1 (configuration not stated)
  ?, -6%, -2%, 3%, 0%, -10, 10%, 0.4%, 13%, 0%, -5%
Cc1cccc(OCC(=O)NCCCNC(=O)c2ccccn2)c1
  -3%, -4%, -13%, 10%, 2%, 4, 3%, -0.1%, -1%, 1%, -10%
CS(=O)(=O)N(CC(=O)Nc1cccc(Cl)c1Cl)c1ccccc1
  -1%, 0%, 7%, -1%, -28%, 4, -1%, -0.1%, 13%, 1%, -2%
CN(CC(=O)Nc1cccc(F)c1)C(=O)CCc1nc2ccccc2c(=O)[nH]1
  0%, -4%, 1%, 18%, -1%, 15, 13%, -0.2%, -17%, 1%, -4%
CCCCNC(=O)Cn1c2c(c(-c3ccccc3Cl)cc1=O)CCC2
  -1%, 0%, -3%, -1%, 7%, -9, ?, -0.4%, -1%, 0%, 2%
CC1CCCC(NC(=O)COC(=O)c2cc(S(=O)(=O)N3CCOCC3)ccc2F)C1C (configuration not stated)
  7%, 0%, -4%, -7%, 4%, -3, 19%, -0.7%, -6%, 0%, 5%
O=C1C2ON(c3ccccc3)C(c3ccncc3)C2C(=O)N1c1ccc(N2CCOCC2)cc1 (configuration not stated)
  -2%, -3%, 0%, 0%, -3%, -4, -1%, -0.3%, -4%, 0%, 1%
CCOC(=O)C1(C)NC(c2ccc(O)cc2)C2C(=O)N(c3ccccc3)C(=O)C21 (configuration not stated)
  27%, -3%, -3%, 0%, 2%, 4, 0%, -0.2%, -4%, -1%, 1%
C[C@H](NC(=O)c1ccco1)C(=O)NC1CCCCCC1
  0%, -1%, -7%, 5%, 0%, 7, ?, 0.2%, -11%, 2%, -10%

Sorted by SMILES length (high to low): part of the list above
The line under a structure holds: uPA surface inh, PTAP TSG101 blk, TCR act, Tb PFK block, Chronic BCR inh, TSHR antag, ELG1 DNA repair, B2AR arrestin, Eya2 phos inh, USP2a block, Mito fusion act
O=C1C2ON(c3ccccc3)C(c3ccncc3)C2C(=O)N1c1ccc(N2CCOCC2)cc1 (configuration not stated)
  -2%, -3%, 0%, 0%, -3%, -4, -1%, -0.3%, -4%, 0%, 1%
CS(=O)(=O)N(CC(=O)Nc1cccc(Cl)c1Cl)c1ccccc1
  -1%, 0%, 7%, -1%, -28%, 4, -1%, -0.1%, 13%, 1%, -2%
CCCCNC(=O)Cn1c2c(c(-c3ccccc3Cl)cc1=O)CCC2
  -1%, 0%, -3%, -1%, 7%, -9, ?, -0.4%, -1%, 0%, 2%
Cc1ccc(S(=O)(=O)NC(CC(=O)O)c2cccs2)cc1 (configuration not stated)
  ?, -6%, -2%, 3%, 0%, -10, 10%, 0.4%, 13%, 0%, -5%
Cc1cccc(OCC(=O)NCCCNC(=O)c2ccccn2)c1
  -3%, -4%, -13%, 10%, 2%, 4, 3%, -0.1%, -1%, 1%, -10%

Rows are unselected; about 3% have a hit in one of these screens.
